Bioassay records from PubChem.
Mcl1-Bid inh = Mcl-1/Bid binding inhibitors, primary screen, biochemical, TR-FRET, 1536-well; hit rate 0.97% among 220,000; inhibition, % at 21.7 µM; TR-FRET Mcl-1/Bid-Dy647 peptide binding;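 active means compounds that cut the binding signal by more than half at the single screening dose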;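 further: His-tagged Mcl-1 with europium anti-His antibody binding Bid BH3 peptide; 0% = Mcl-1 plus peptide wells and 100% = peptide-only wells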
Target sequence (Q07820 whole entry, looked up): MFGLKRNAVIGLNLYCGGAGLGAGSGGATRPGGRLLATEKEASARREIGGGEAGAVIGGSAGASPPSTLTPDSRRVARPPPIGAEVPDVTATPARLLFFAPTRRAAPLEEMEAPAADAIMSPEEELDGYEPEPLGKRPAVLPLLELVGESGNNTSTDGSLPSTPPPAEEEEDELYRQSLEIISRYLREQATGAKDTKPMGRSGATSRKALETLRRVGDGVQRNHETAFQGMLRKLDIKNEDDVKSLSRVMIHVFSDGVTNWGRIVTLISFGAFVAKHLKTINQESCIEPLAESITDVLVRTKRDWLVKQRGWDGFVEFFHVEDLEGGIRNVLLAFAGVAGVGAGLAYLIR
Mcl1 Noxa PPI = Mcl-1/Noxa binding inhibitors, primary screen, biochemical, TR-FRET, 1536-well. Induced myeloid leukemia cell differentiation protein Mcl-1 (Homo sapiens), Q07820. TR-FRET Mcl-1/Noxa peptide binding, 2 h. inhibition, % at 21.7 µM. hit rate 1.5% among 220,000. AID 1022, 2008;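 active means compounds that cut the protein-peptide binding signal by more than 50% relative to plate controls in a single-dose test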;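 further: His-tagged Mcl-1 with rhodamine Noxa BH3 peptide and terbium anti-His antibody; 0% = Mcl-1 plus Noxa peptide wells and 100% = peptide-only wells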
Rab2 wt GTP = modulators of GTP binding to Rab2A wildtype, primary screen, biochemical, dog, bead-based flow cytometry, multiplex; Ras-related protein Rab-2A (Canis lupus familiaris), P61105; hit rate 0.19% among 190,000; GST-Rab2 wt beads, Bodipy-GTP binding; AID 760, 2007; GTP binding activity, % at 10 µM;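 active means GTP binding activity at least 20 points away from 100%, either lowered or raised; inconclusive means signal likely due to the compound's own green fluorescence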;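 further: 0% = beads with excess unlabeled GTP and 100% = no-compound control corrected for plate trend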
Pf gametocyte = late stage P. falciparum gametocyte viability inhibitors, primary screen, ATP luminescence, HTS; inhibition, % at 10.9 µM; hit rate 0.065% among 150,000; AID 743093, 2013; P. falciparum stage V gametocytes, 24 h;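 active means inhibition above the mean plus 3 SD of compounds within the control limits, set per campaign, cut at about 38% in these data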;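 further: 0% = DMSO wells and 100% = medium only without gametocytes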
Cdc42 wt = modulators of GTP binding to wildtype Cdc42, primary screen, biochemical, multiplex bead flow cytometry, Bodipy-GTP; Cell division control protein 42 homolog (Homo sapiens), P60953; GST-Cdc42 beads; actives lie on both sides; percent activity (GTP binding), % at 10 µM; hit rate 0.2% among 190,000; AID 761, 2007;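 active means percent activity GTP binding at least 20 points away from the 100% baseline, either down as inhibitor or up as activator; inconclusive means compound flagged as likely green fluorescent from well-wide comparison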;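 further: median bead fluorescence of bound Bodipy-FL-GTP at 100 nM; 0% = excess unlabeled GTP control and 100% = no compound control; below 100% means less GTP binding so inhibitor and above means activator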
Target sequence (P60953 whole entry, looked up): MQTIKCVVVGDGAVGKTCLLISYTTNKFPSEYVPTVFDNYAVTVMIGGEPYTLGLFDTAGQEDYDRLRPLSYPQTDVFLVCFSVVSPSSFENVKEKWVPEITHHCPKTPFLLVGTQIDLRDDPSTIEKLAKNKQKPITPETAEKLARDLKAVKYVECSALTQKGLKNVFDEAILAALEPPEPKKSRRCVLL
Bim-Mcl-1 = inhibitors of Bim peptide binding to Mcl-1, primary screen, biochemical, bead-based flow cytometry, multiplex | hit rate 0.1% among 190,000 | inhibition, % at 10 µM | Bim peptide-Mcl-1 binding | AID 1009, 2008; in the data active means inhibition above about 40%;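 further: 0% = no compound tracer wells and 100% = peptide blocker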
HRas wt GTP bind = modulators of GTP binding to HRas wildtype, primary screen, biochemical, bead-based flow cytometry, multiplex; GTPase HRas (Homo sapiens), P01112; GST-Ras wt beads, Bodipy-FL-GTP binding; actives lie on both sides; GTP binding activity, % at 10 µM; hit rate 0.14% among 190,000; AID 759, 2007;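 active means GTP binding activity at least 20% away from the 100% baseline, either lowered as inhibitor or raised as activator; inconclusive means flagged as likely green fluorescent, judged across all proteins in the well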;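 further: 0% = unlabeled GTP competition control and 100% = no-compound control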
Target sequence (P01112 whole entry, looked up): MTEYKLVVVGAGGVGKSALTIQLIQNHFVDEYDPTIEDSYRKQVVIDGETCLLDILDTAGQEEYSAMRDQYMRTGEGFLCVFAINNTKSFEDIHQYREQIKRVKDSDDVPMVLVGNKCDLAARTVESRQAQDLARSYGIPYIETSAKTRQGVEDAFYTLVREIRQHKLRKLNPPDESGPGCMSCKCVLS
Rac1 wt modul = wildtype Rac1 GTP binding modulators, primary screen, biochemical, GST-Rac1 beads, flow cytometry, multiplex; Ras-related C3 botulinum toxin substrate 1 (Homo sapiens), P63000; fluorescent GTP binding; actives lie on both sides; 0 = cold GTP competed, 100 = untreated; GTP binding activity (% of control), % at 10 µM; hit rate 0.27% among 190,000; AID 757, 2007;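 active means GTP binding activity at least 20 points away from the 100% control level, either lower or higher; inconclusive means compound flagged as likely green fluorescent, judged across all proteins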
Rac1 mut GTP = GTP binding modulators of activated mutant Rac1, primary screen, biochemical, bead-based flow cytometry, multiplex, fluorescent GTP. Ras-related C3 botulinum toxin substrate 1 (Homo sapiens), P63000. GST-Rac1 activated beads; actives lie on both sides; 100% means binding = to untreated wells. percent activity (GTP binding), % at 10 µM. hit rate 0.11% among 190,000. AID 764, 2007;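 active means GTP binding at least 20 percentage points away from the 100% baseline, in either direction, so actives lie on both sides; inconclusive means Compound likely fluorescent itself, or too few beads counted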
Avidin fluor = green autofluorescence of compounds with avidin beads – biophysical, 488/530 nm, flow cytometry, artefact control, profiling panel. fluorescence (KMESF) at 10 µM. hit rate 0.38% among 220,000. compound fluorescence 488/530 nm; active compounds read high; in the data active means fluorescence above about 47; further: inactives centre near 10
Rab7 wt GTP bind = modulators of GTP binding to Rab7, primary screen, biochemical, wildtype, multiplex bead flow cytometry | Rab7 GTPase wild type (dog), Bodipy-FL-GTP binding | GST-Rab7 beads, fluorescent GTP binding; actives lie on both sides; untreated = 100%, excess cold GTP = 0% | GTP binding activity (percent of control), % at 10 µM | hit rate 0.055% among 190,000 | AID 758, 2007;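 active means fluorescent GTP binding to Rab7 beads changed by at least 20 points from the 100% baseline, either direction, mostly lower; inconclusive means compound itself probably fluorescent, or too few beads counted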;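 further: median green fluorescence of bound Bodipy-FL-GTP per Rab7 bead population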
* = called active by the depositor; ? = inconclusive; · = not tested or not shown.

SMILES	Mcl1-Bid inh	Mcl1 Noxa PPI	Rab2 wt GTP	Pf gametocyte	Cdc42 wt	Bim-Mcl-1	HRas wt GTP bind	Rac1 wt modul	Rac1 mut GTP	Avidin fluor	Rab7 wt GTP bind
Nn1c(COc2cccc(Br)c2)nnc1SCC(=O)N1CCc2ccccc2C1	-55	-23	97	·	100	0	99	102	98	4	100
Cc1ccc(-c2nc3ccccn3c2NCc2ccc3c(c2)OCO3)cc1	-44	7	100	·	101	-3	102	101	99	38	100
COc1cc(-c2cc(C(=O)O)c3c(OC)c(OC)c(OC)cc3n2)ccc1O	-11	31	97	-2	99	-5	99	96	94	13	99
Cn1cnnc1SCCn1c(N2CCCCC2)nc2c1c(=O)[nH]c(=O)n2C	-42	-18	104	14	101	-3	101	99	98	14	92
CCOC(=O)N1CCN(C(=O)c2ccc(-n3c(=S)[nH]c4ccccc4c3=O)cc2)CC1	-33	7	96	·	96	-9	96	101	94	5	96
Cc1ccc(C(=O)O)cc1NC(=S)NC(=O)C(c1ccccc1)c1ccccc1	-3	12	101	-5	95	-6	97	99	97	8	103
Cc1nn(Cc2ccccc2)c2c1C(c1ccccc1)C(C#N)=C(N)O2 (centres undefined)	-18	17	98	·	94	0	98	97	95	23	98
O=C(O)/C=C/C(=O)NCCc1ccccc1	3	14	102	-20	103	0	102	105	98	11	107
COc1cccc(/C=N/NC(=O)CCCC(=O)NC2CCCCC2)c1	-18	14	98	·	98	0	99	101	99	3	99
N#CC1=C(N)C(C#N)(C#N)C(c2cccnc2)C2CCCC=C12 (centres undefined)	-9	31	?	·	?	0	?	?	?	33	?
c1ccc(OCc2nn3c(C4CCCCC4)nnc3s2)cc1	-3	23	98	·	100	-2	100	103	100	7	97
O=C(CCNS(=O)(=O)c1cccs1)N1CCc2ccccc2C1	1	3	101	-27	99	-4	99	101	101	7	100
O=C(Nc1ccc(S(=O)(=O)Nc2ncccn2)cc1)c1cccnc1	-11	1	98	8	100	-3	99	105	100	14	104
N#C/C(C(=O)NCCc1ccccc1)=C1/N=C(NC(=O)c2cccs2)c2ccccc21	-7	-92	97	23	101	3	100	103	100	13	98
O=C(NC(Cc1ccccc1)C(=O)O)/C(=C/c1ccco1)NC(=O)c1cccc(Br)c1 (centres undefined)	-68	11	?	-4	?	2	?	?	?	15	?
COc1ccc(CC(=O)NNC(=O)COc2ccc(Br)cc2C)cc1OC	-31	2	96	-15	99	-1	97	99	98	3	99
COc1ccc(Cl)cc1NC(=O)c1nc2nc(C)cc(C(F)F)n2n1	-25	-13	102	·	104	1	101	105	99	6	100
Cc1ccc(S(=O)(=O)N2CCCC(C(=O)NCc3ccco3)C2)cc1Cl (centres undefined)	-6	-4	99	19	101	4	99	101	98	7	92
CC(CCc1ccccc1)NC(=O)c1ccco1 (centres undefined)	-3	-12	97	·	95	0	97	98	98	20	100
CN1C(=O)c2ccccc2C(C(=O)O)C1c1cccc([N+](=O)[O-])c1 (centres undefined)	-42	6	99	·	94	-3	95	93	93	11	103
CCOC(=O)c1nn(-c2ccccc2)c(C)c1C(C)=O	-27	0	104	·	100	-2	102	103	101	14	102
O=C(N/N=C/C=C/c1ccc([N+](=O)[O-])cc1)C1COc2ccccc2O1 (centres undefined)	-11	-1	97	12	100	-3	100	102	97	14	101
O=C(OCc1ccccc1)C1CCCN1C(=O)c1cccs1 (centres undefined)	-12	3	99	·	99	1	96	99	98	4	99
CCN(CC)CCOC(=O)c1c(C)oc2ccc(O)cc12	21	24	103	·	106	1	102	104	100	6	103
Cc1cccc2cc(C(c3nnnn3CC3CCCO3)N3CCc4ccccc4C3)c(=O)[nH]c12 (centres undefined)	-19	4	100	·	96	-1	95	95	95	5	103

Single records, from the list above. Screens in order: Mcl1-Bid inh | Mcl1 Noxa PPI | Rab2 wt GTP | Pf gametocyte | Cdc42 wt | Bim-Mcl-1 | HRas wt GTP bind | Rac1 wt modul | Rac1 mut GTP | Avidin fluor | Rab7 wt GTP bind
O=C(NC(Cc1ccccc1)C(=O)O)/C(=C/c1ccco1)NC(=O)c1cccc(Br)c1 (centres undefined) reads -68 | 11 | ? | -4 | ? | 2 | ? | ? | ? | 15 | ?
COc1cccc(/C=N/NC(=O)CCCC(=O)NC2CCCCC2)c1 reads -18 | 14 | 98 | · | 98 | 0 | 99 | 101 | 99 | 3 | 99
COc1ccc(Cl)cc1NC(=O)c1nc2nc(C)cc(C(F)F)n2n1 reads -25 | -13 | 102 | · | 104 | 1 | 101 | 105 | 99 | 6 | 100
COc1cc(-c2cc(C(=O)O)c3c(OC)c(OC)c(OC)cc3n2)ccc1O reads -11 | 31 | 97 | -2 | 99 | -5 | 99 | 96 | 94 | 13 | 99
CCOC(=O)c1nn(-c2ccccc2)c(C)c1C(C)=O reads -27 | 0 | 104 | · | 100 | -2 | 102 | 103 | 101 | 14 | 102

Returning to the listing; the 4 compounds before the break are reprinted first.
SMILES	Mcl1-Bid inh	Mcl1 Noxa PPI	Rab2 wt GTP	Pf gametocyte	Cdc42 wt	Bim-Mcl-1	HRas wt GTP bind	Rac1 wt modul	Rac1 mut GTP	Avidin fluor	Rab7 wt GTP bind
O=C(N/N=C/C=C/c1ccc([N+](=O)[O-])cc1)C1COc2ccccc2O1 (centres undefined)	-11	-1	97	12	100	-3	100	102	97	14	101
O=C(OCc1ccccc1)C1CCCN1C(=O)c1cccs1 (centres undefined)	-12	3	99	·	99	1	96	99	98	4	99
CCN(CC)CCOC(=O)c1c(C)oc2ccc(O)cc12	21	24	103	·	106	1	102	104	100	6	103
Cc1cccc2cc(C(c3nnnn3CC3CCCO3)N3CCc4ccccc4C3)c(=O)[nH]c12 (centres undefined)	-19	4	100	·	96	-1	95	95	95	5	103
Cc1ccc(NC(=O)COc2ccc(-n3cnnn3)cc2)cc1C	-5	5	96	·	98	-3	97	102	97	19	94
COc1ccccc1/C=N/NC(=O)C(C)Cn1cnc2ccccc21 (centres undefined)	14	-10	99	-6	100	0	101	101	99	13	97
CC1=C(C(=O)OCc2ccccc2)C(c2ccc(C)o2)C2=C(CCCC2=O)N1 (centres undefined)	-26	7	99	·	102	0	101	105	99	9	100
CC(=O)Cn1c2ccccc2n2nc(CCC(=O)O)c(=O)nc12	-34	-19	99	·	97	-1	99	98	95	8	103
CCn1ccc(C(=O)Nc2ccc(Cl)cn2)n1	-3	9	103	·	101	0	101	103	100	7	101
CC1Cc2ccccc2N1C(=O)c1cnc2sccn2c1=O (centres undefined)	-25	7	101	·	99	-1	100	102	102	7	100
O=C(COc1ccc(S(=O)(=O)N2CCOCC2)cc1)Nc1ccc(Cl)c(C(F)(F)F)c1	7	12	105	-10	107	-8	106	108	102	4	104
COc1cccc(N=C2SC(C(=O)Nc3ccccc3F)CC(=O)N2C)c1 (centres undefined)	-14	17	101	·	101	1	102	98	99	15	97
Cc1nc2cc(NC(=O)NC3CC3)ccc2n1C	-18	-4	?	-10	?	0	?	?	?	13	?
CC(C)C(OC(=O)CN1C(=O)COc2ccccc21)C(=O)NC1CCCC1 (centres undefined)	-18	12	98	·	101	-1	100	102	98	10	97
Cc1ccsc1/C=N/NC(=O)CNC(=O)c1ccc(S(=O)(=O)N(C)C)cc1	-8	11	96	-14	97	0	97	102	98	12	97
Nc1c(N(CCO)C(=O)COc2ccc(Cl)cc2)c(=O)[nH]c(=O)n1Cc1ccccc1	-8	2	103	·	103	-3	102	104	103	11	103
O=C(Nc1ccccc1)c1ccc(-c2ccc(Br)cc2)o1	1	-10	99	-13	100	0	102	104	100	6	100
O=C(COC(=O)CCc1nc2ccccc2s1)Nc1ccc(Cl)cn1	-14	9	98	2	100	-7	97	101	97	14	98
Cc1cc(NC(=O)c2ccc(NC(=O)C(C)Oc3ccccc3)cc2)no1 (centres undefined)	-20	-16	99	·	98	-2	100	99	98	18	95
O=C(CSc1nc2nc[nH]c2c(=O)[nH]1)NC1CCCCC1	-15	-3	90	11	92	-2	92	89	90	14	90
Cc1nc(C(=O)Nc2cccc(Cl)c2)nn1-c1cc(OC(C)C)c(Cl)cc1Cl	-19	6	95	-5	97	-3	97	96	95	5	96
CN(C)[C@@H](CO)c1nnc([C@H](CC(=O)O)NC(=O)C2CCNCC2)o1	19	26	99	·	99	0	99	98	98	5	97
O=C(c1ccccn1)N1CCN(C(=O)c2ccccn2)CC1	-8	2	102	12	101	-2	100	107	100	11	98
CCOC(=O)C1(Cc2cccc(F)c2)CCN(C(=O)C2CCOCC2)CC1	3	9	99	-2	99	13	100	102	98	6	96
Cc1cccc(CC2CC(=O)N(CCc3ccc4c(c3)OCO4)C2=O)c1 (centres undefined)	10	2	95	·	97	5	96	95	93	8	95
O=C(Cn1cc2c(n1)CCCCC2)Nc1c(F)c(F)cc(F)c1F	-5	12	?	·	?	-1	?	?	?	15	?
CNC(=O)CN1C(=O)NC2(CCc3ccccc32)C1=O (centres undefined)	-32	-11	99	·	103	1	100	103	101	6	99
Cc1ccc2nc(SCC(=O)Nc3ccc(C(N)=O)cc3)[nH]c2c1	-32	10	98	-2	90	-3	96	99	98	9	106
COc1ccc(C2Nc3ccccc3C(=O)N2c2ccc(C)cc2)cc1Cn1cc([N+](=O)[O-])cn1 (centres undefined)	-17	-3	98	23	99	0	100	99	94	16	100
O=C(C1CCC1)N1CCc2cc(S(=O)(=O)Nc3ccc4c(c3)OCCO4)ccc21	-17	1	102	·	100	0	103	104	98	12	103
CC(=O)Nc1nc2c(c3c1c(=O)oc1ccccc13)CC(C)CC2 (centres undefined)	-15	-4	99	·	99	-1	99	101	96	35	96

Limited to Cdc42 wt, Mcl1-Bid inh and Pf gametocyte, for 2 of the compounds above:
compound	Cdc42 wt	Mcl1-Bid inh	Pf gametocyte
COc1ccccc1/C=N/NC(=O)C(C)Cn1cnc2ccccc21 (centres undefined)	100	14	-6
CC1=C(C(=O)OCc2ccccc2)C(c2ccc(C)o2)C2=C(CCCC2=O)N1 (centres undefined)	102	-26	·
